# ALOX12 inh = Primary qHTS assay for inhibitors of human arachidonate 12S-lipoxygenase (ALOX12): Round 2; AID 1671190, 2021; 1.1% of 580,000 active; purified 12hLO, xylenol orange hydroperoxide absorbance; Potency, µM (series often up to 108 µM), for the others: top-dose activity change, negative = inhibition, actives largely listed as inhibitors; active = well fitted inhibition curve with a large enough effect; inconclusive = small, poorly fitted or top-dose-only effect, or another doubt; inactive = no such curve, though single readings can be large or run the other way
# Target sequence (P18054 whole entry, looked up): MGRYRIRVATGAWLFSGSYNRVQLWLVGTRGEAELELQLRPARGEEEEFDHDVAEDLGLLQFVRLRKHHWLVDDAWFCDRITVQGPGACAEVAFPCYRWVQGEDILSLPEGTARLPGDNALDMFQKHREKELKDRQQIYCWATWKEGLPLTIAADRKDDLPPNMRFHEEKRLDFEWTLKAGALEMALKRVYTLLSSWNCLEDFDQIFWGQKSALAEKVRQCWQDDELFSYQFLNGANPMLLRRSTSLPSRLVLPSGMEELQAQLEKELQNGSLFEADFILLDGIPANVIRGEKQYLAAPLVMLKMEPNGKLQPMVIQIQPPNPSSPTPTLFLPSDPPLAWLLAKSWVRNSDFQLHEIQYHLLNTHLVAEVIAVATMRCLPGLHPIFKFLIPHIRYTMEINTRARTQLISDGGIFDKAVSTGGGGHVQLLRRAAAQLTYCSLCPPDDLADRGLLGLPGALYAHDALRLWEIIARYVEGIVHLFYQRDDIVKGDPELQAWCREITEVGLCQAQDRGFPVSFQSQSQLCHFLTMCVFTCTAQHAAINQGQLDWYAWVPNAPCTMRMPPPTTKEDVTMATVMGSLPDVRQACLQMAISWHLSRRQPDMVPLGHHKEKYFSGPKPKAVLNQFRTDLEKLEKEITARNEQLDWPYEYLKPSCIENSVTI
#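 Purified human 12hLO at 150 nM in 25 mM Hepes, 0.01% Triton X-100, pH 7.0, preincubated 15 min at room temperature with compound. Reaction started with 40 uM arachidonic acid, 30 min at room temperature. Hydroperoxide measured by Fe-xylenol orange, 573/405 nm absorbance ratio.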
# * = called active by the depositor; ? = inconclusive; [ ] = remark or other dose. % is scaled to controls: 0 for no effect and ±100 for the full control effect; potency is read from the fitted curve at half-maximal effect. These rows are one share of the data. The share of hits here may be higher or lower than overall.
compound	ALOX12 inh
Cc1ccc(C(=O)C(C)OC(=O)c2c(C)noc2C)cc1 (stereo unspecified)	-5.6%
Cc1ccc2c(C)c(C(=O)N3CCN(c4ccccc4)C(=O)C3)oc2c1C	30.5%
CCC(c1nnnn1-c1ccc2c(c1)OCCO2)N1CCc2ccccc2C1 (stereo unspecified)	5.1%
Cc1ccc(/C=C/C(=O)O)c(C)c1	12.3%
C(=N\Nc1ccc2ccccc2n1)/c1cccs1	?
O[C@H]1[C@H](NCc2cnc3ccccc3c2)[C@@H](c2ccc(N3CCOCC3)nc2)C[C@H]1O	13.2%[176 µM]
CSc1ccc(CN(C)CC(=O)NC(=O)NCc2ccco2)cc1	7.2%
Cc1ncoc1C(=O)N1CCN(C(=O)N2CC3CC(C2)[C@H]2CCCC(=O)N2C3)CC1 (stereo partly specified)	36.2%[activator]
Cn1c(=O)ccc2ccccc21	5.3%
O=C(C1CCCCCC1)N1CCC(n2cc(C3CCCCC3)nn2)CC1	18.5%
Cc1ccc(-n2c(SCC(=O)Nc3ccccc3F)nc3c(=O)[nH]cnc32)cc1	10.2%
CCC1C(=O)NCCN1Cc1ccc2c(c1)CN(Cc1ccc(OC)cc1OC)CCO2 (stereo unspecified)	0.8%
COc1ccccc1CC(C#N)C(=O)Nc1ccccc1C (stereo unspecified)	2.2%
O=C1c2c(-c3nc(-c4ccsc4)no3)nnn2CCN1Cc1ccc(Cl)cc1	17.2%
COc1ccc(Nc2ccc3c(n2)CN(Cc2ccc(C(F)(F)F)cc2)C(=O)CO3)cn1	-1.7%
COCCN1C(=O)c2ccccc2C(C(=O)Nc2ccccc2OC)C12CCCC2 (stereo unspecified)	10.5%
COc1ccccc1CCC(=O)Nc1ccc(-c2nnc3n2CCCC3)cc1	47.7%[activator]
Cn1c(=O)c2nc(SCC(=O)N3CCOCC3)n(C)c2n(C)c1=O	15.2%
Cc1cnn(CCCNC(=O)C2CC(=O)N(C(C)(C)C)C2)c1 (stereo unspecified)	32.3%
COC(=O)C1=CN(c2ccc(C(C)(C)C)cc2)C(N)=C(C#N)C1c1ccccc1F (stereo unspecified)	1.1%
CC(C)CN1CCCC2(CCN(C(=O)c3cccc(F)c3)CC2)C1	-9.1%[57.4 µM]
Cc1cccc(C)c1OCCNC(=O)c1n[nH]c(=O)c2ccccc12	19.0%
Cc1ccc(NC(=O)CSc2ncc(-c3ccc(C)c(C)c3)o2)cc1	3.7%
O=C1[C@H]2CN(Cc3ccccc3F)C[C@H]2C(=O)N1CCc1ccccc1	2.0%
O=C(c1cccc(F)c1)N1CCCC(Cc2noc(-c3ccncc3)n2)C1 (stereo unspecified)	57.8%[activator]
Cc1ccc(N=C2NN=C(c3cc(C)n(CC4CCCO4)c3C)CS2)cc1 (stereo unspecified)	?
COc1cccc(CN2Cc3nc(OCc4ccc(F)cc4)ccc3OCC2=O)c1	?
O=C(Cn1ccn2nc3c(c2c1=O)CCCC3)Nc1ccc2c(c1)OCCO2	9.5%
O=C(CC1=C2CCCCC2NC1=O)NC1CCCC1 (stereo unspecified)	7.4%
O=C(Cc1ccccc1)NC1CCN(C(=O)N2CC3CC(C2)[C@H]2CCCC(=O)N2C3)CC1 (stereo partly specified)	14.6%
CC(C)(C)OC(=O)N1CCC[C@@H]1C(=O)NCc1ccccc1	0.0%
O=C(Cn1ccn2nc(-c3ccc(F)cc3)c(CO)c2c1=O)Nc1ccccc1F	9.0%
CCc1cccc(NC(=O)Cn2c(N(C)Cc3ccccc3)nc(C)cc2=O)c1	-2.3%
CCOc1cc(C(=O)Nc2c(NC3CCCCC3)c3ccccc3oc2=O)cc(OCC)c1OCC	2.8%
O=C(CCc1ncc(-c2ccccc2)o1)Nc1ccc(Cl)cc1F	?
Cn1ccnc1C(NC(=O)c1cn(CCN)nn1)C1CC1 (stereo unspecified)	71.4%[activator]
COc1ccc(-n2nc(-c3ccccc3)n(CC(=O)N(C)CC(C)C)c2=O)cc1	44.1%[activator]
COc1cccc(NC(=O)COc2cccc(-c3nnc4n3CCCC4)c2)c1	36.9%[activator]
COC(=O)C1=CN(c2ccc(OC)cc2OC)C(N)=C(C#N)C1c1ccc(OC)cc1 (stereo unspecified)	?
COc1ccc([C@H]2C[C@@H](O)[C@@H](O)[C@@H]2NCc2cccc(C(F)(F)F)c2)cc1	?

# Next part, starting with the last seven of the part before.
compound	ALOX12 inh
CCOc1cc(C(=O)Nc2c(NC3CCCCC3)c3ccccc3oc2=O)cc(OCC)c1OCC	2.8%
O=C(CCc1ncc(-c2ccccc2)o1)Nc1ccc(Cl)cc1F	?
Cn1ccnc1C(NC(=O)c1cn(CCN)nn1)C1CC1 (stereo unspecified)	71.4%[activator]
COc1ccc(-n2nc(-c3ccccc3)n(CC(=O)N(C)CC(C)C)c2=O)cc1	44.1%[activator]
COc1cccc(NC(=O)COc2cccc(-c3nnc4n3CCCC4)c2)c1	36.9%[activator]
COC(=O)C1=CN(c2ccc(OC)cc2OC)C(N)=C(C#N)C1c1ccc(OC)cc1 (stereo unspecified)	?
COc1ccc([C@H]2C[C@@H](O)[C@@H](O)[C@@H]2NCc2cccc(C(F)(F)F)c2)cc1	?
Cn1nc(C2CCCN(Cc3ccncc3F)C2)n(-c2ccccc2)c1=O (stereo unspecified)	3.4%
CCOc1ccc(Oc2ccccc2NC(=O)c2cccc(CN3CCCC3=O)c2)cc1	?
COc1cc(F)ccc1Oc1cccc2c1S(=O)(=O)N(C1CC1)C[C@@H](COCc1ccccc1)O2	2.5%
COc1ccc(C(=O)N2CCC3(CC2)NC(=O)N(Cc2ccc(F)cc2)C3=O)c(OC)c1	1.4%
Cc1ccc(C(=O)Nc2cccc(-c3nc(CNC(=O)C4(C)CC4)c(C)o3)c2)s1	0.3%
Cc1ccc(CNc2nc3ccccc3nc2NS(=O)(=O)c2ccc(F)cc2)cc1	13.9%
c1cc(-c2cc(-c3ccncc3)c3cncn3c2)c2[nH]ccc2c1	29.5%[176 µM]
O=C(Nc1cccc2c1CCCC2)c1ccc(S(=O)(=O)NC2CC2)cc1	-7.8%
O=[N+]([O-])c1cccc(-c2noc([C@@H]3C[C@@H](O)CN3Cc3cccs3)n2)c1	?
COc1ccc(-c2c(C)c3ccc(OS(C)(=O)=O)cc3oc2=O)cc1	17.8%
CCC(=O)N1CCc2c(C(=O)NCc3cccc(F)c3)cccc21	0.1%
Cc1cccc(OCc2c(C(=O)N3CCCC3c3nncn3CCN(C)C)noc2C)c1 (stereo unspecified)	23.8%
CCn1nc(C(=O)Nc2ccc(OC)c(Oc3ccc(OC)cc3)c2)c2ccccc2c1=O	-3.7%
COCCOC1CCOC2(CCN(C(=O)c3cnccn3)CC2)C1 (stereo unspecified)	20.1%
COc1ccc(OC)c(CCNC(=O)c2ccc(Cl)c(N3C(=O)CCS3(=O)=O)c2)c1	-4.8%
COCCn1c2c(c(=O)n1-c1ccccc1)CCN(C(=O)COc1ccccc1)C2	-21.3%[176 µM]
Cc1noc(C)c1Cn1cnc(-c2ccccc2)c1-c1ccc(CO)o1	44.1%[activator]
O=C(NC1CCCCCC1)C1CC(c2cccc(F)c2)=NO1 (stereo unspecified)	?
COC[C@@H]1CN(Cc2ccccc2OC(C)C)C[C@H]1C(N)=O	33.2%[activator]
COc1cccc(CN2CC3(CCN(C(=O)CSC(C)C)CC3)CC2=O)c1	20.1%
CCCN(CCC)C(=O)CSc1nc2ccccc2c(=O)n1-c1ccccc1	-21.4%
Cc1ccc(S(=O)(=O)N2[C@@H](CO)CO[C@H]2CC(=O)c2ccccc2)cc1	?
CC(=O)NC(NC(C)=O)c1ccccc1F	-8.0%
CC(=O)N1CCC(Cc2ncc(C)n2CC2CC2)C1 (stereo unspecified)	-0.5%
Fc1cccc(Cl)c1CSc1nc2ncccc2o1	-5.6%
CCS(=O)(=O)N(C1CC1)C1CCOC2(CCN(C(=O)Cc3cccc(C)c3)CC2)C1 (stereo unspecified)	1.2%
Cc1ccc(Nc2nc(-c3ccc([N+](=O)[O-])cc3)cs2)cc1	?
CCCCCCCCN1C(=O)[C@H](CC(=O)NCc2ccc(C)o2)C[C@@]2(C(=O)OC)CC(C)(C)CC=C12	39.8µM*
CCN(CC)S(=O)(=O)c1ccc(NS(=O)(=O)c2cccc(C#N)c2)cc1	-17.5%
CCOCCN1C(=O)COC[C@@H]1[C@H](O)c1ccc(NC(C)=O)cc1	40.7%[activator][176 µM]
CC(CC#N)NCc1ccnc(N2CCCCC2)c1 (stereo unspecified)	-6.3%
CC(C)c1nc2c(c(-c3ccc(Cl)cc3)n1)CCN(Cc1ccc(C#N)cc1)CC2	?
CCCn1c(C2CC(=O)N(c3cccc(C(F)(F)F)c3)C2)nc2ccccc21 (stereo unspecified)	-15.0%
CC(C)n1cnnc1-c1nn(C)c2c1CN(C(=O)CC1CCCC1)CC2	40.1%[activator]
O=C(COCc1nc2ccccc2s1)N1CCN(C2CCS(=O)(=O)C2)CC1 (stereo unspecified)	-3.5%
O=C(Nc1ccc(O)cc1)c1cc(-c2ccco2)nc2ccccc12	?
CCNC(=O)N[C@H]1C[C@@H](Cc2cc(CN3CCN(c4ccccc4)CC3)on2)C1(C)C	?
CC(Sc1ccccc1C(=O)NCC(=O)C(C)(C)C)C(=O)Nc1ccccc1 (stereo unspecified)	?
O=C1CCN(Cc2cccnc2)CCCC(C(=O)NCCC2=CCCCC2)CCN1 (stereo unspecified)	72.9%[activator]
CN[C@H](C(=O)N[C@@H]1C=C(C(=O)N[C@H](Cc2c[nH]c3ccccc23)C(N)=O)C[C@@H](O)[C@@H]1O)C(C)C	-29.5%
COCCc1noc([C@@H]2CN(Cc3ccccc3F)C[C@H]2CO)n1	2.9%
Cc1ccc(-n2c3c(c(=O)[nH]c2=O)C(C(F)(F)F)(C(F)(F)F)N=C(c2ccncc2)N3)cc1	?
CCCCCNC(=O)C1C(=O)Nc2ccccc2C(=O)N1c1c(C)cccc1C (stereo unspecified)	-27.2%
COc1ccc(C)cc1NC(=O)CC1CCCN(c2cnn(CC3CC3)c(=O)c2)C1 (stereo unspecified)	38.5%
O=C(CSc1ncnc2cc(-c3ccc(F)cc3)sc12)NC1CCCC1	-24.4%
N#Cc1c(N)n[nH]c1CCCNC(=O)c1cn(Cc2ccccc2)nc1-c1ccccc1	?
COc1ccc(-c2nc(-c3nonc3N)no2)cc1OC	-2.6%
CN1CCN(Cc2cc(=O)oc3ccc(O)cc23)CC1	?
COc1ccc2cnn(CC(=O)Nc3cc(F)ccc3F)c(=O)c2c1OC	-1.4%
COCCOC1CCOC2(CCN(C(=O)CCn3nc(C)cc3C)CC2)C1 (stereo unspecified)	35.2%[activator]
COCCn1c(SCC#N)nnc1-c1ccc(Cl)cc1	-26.9%
CCCN(CC1CC1)C(=O)c1c(OCC2CC2)cc(=O)n2c1CCCCC2	69.5%[activator]
Cc1cc(C(=O)N[C@@H]2CN(c3ccncn3)C[C@H]2CN(C)C)no1	24.6%
O=C(Nc1cccc(-c2nc3ccccc3s2)c1)C1CCN(C(=O)c2ccco2)CC1	-7.1%
CCC(CC)NC(=O)CCC1CCN(C(=O)c2ccc(C)cc2)CC1	46.2%
c1ccc2c[n+](Cc3cccc4ccccc34)ccc2c1	-6.8%

# New compounds follow:
compound	ALOX12 inh
CCC1Oc2ccc(NS(=O)(=O)c3ccc(Cl)cc3)cc2CN(Cc2ccc(F)cc2)C1=O (stereo unspecified)	-20.4%
Cc1c(C(=O)NC2=NCCS2)oc2c(Cl)cccc12	?
CCCNC(=O)NC(=O)CSc1nc2ccccc2c(=O)n1CC1CCCO1 (stereo unspecified)	3.0%
CC(=O)Nc1ccc(S(=O)(=O)N2Cc3ccccc3OC3(CCN(C(=O)NC(C)C)CC3)C2)cc1	?
COc1cccc(CN2CCCC(O)(CNC3CCCCCCC3)C2=O)c1 (stereo unspecified)	10.3%
Cc1ccc(Nc2cc(C)nc3c(C)cc(C)c([N+](=O)[O-])c23)cc1	?
CC(=O)C1(C)CC2(CC(COCC(C)C)OC2=O)C(=O)O1 (stereo unspecified)	?
COc1cc(Cl)c(C)cc1NS(=O)(=O)c1cc(-c2n[nH]c(=O)c3c2CCCC3)ccc1C	-25.0%
CC(C)CCN1CC[C@@H]2OCC(=O)N(Cc3ccccc3)[C@H]2CC1	5.2%[176 µM]
COCCn1cc2c3c(cccc31)CN(C(=O)c1cccc(C(F)(F)F)c1)CC2	12.3%
N#Cc1nc(-c2ccc(S(=O)(=O)N3CCOCC3)cc2)oc1NCCN1CCOCC1	1.7%
CCN1CCN(Cc2ccc(CNC(=O)CC(F)(F)F)cc2)CC1	5.7%
Cc1noc(C)c1CN1CCCC(c2nccn2Cc2ccccc2)C1 (stereo unspecified)	103.4%[activator]
Cc1ccc(NC(=O)N[C@H]2C[C@@](O)(C(=O)N[C@@H](Cc3ccc(O)cc3)C(N)=O)C[C@@H](O)[C@@H]2O)cc1	10.5%
Cn1cc([C@@H](NC(=O)c2nc3ccccc3[nH]c2=O)C2CC(O)C2)cn1 (stereo partly specified)	-4.1%
O=S(=O)(Cc1ccccc1)N1CCC2(CCCCO2)CC1	8.0%
O=C(O)c1cccc(-c2cncc(C(=O)O)c2)c1	?
CC(=O)N[C@@H]1CN(Cc2cccc(Br)c2)C[C@H]1CO	38.6%[activator]
COc1ccc(S(=O)(=O)N2CCC3(CC2)CC(OCC2CC2)CCO3)cc1 (stereo unspecified)	15.8%

# High-throughput results as filed in PubChem.
